HEK293 cAMP ctrl = qHTS Assay for Agonists of the Thyroid Stimulating Hormone Receptor: Activators of Intracellular cAMP Concentrations in Parental HEK 293; AID 938, 2007; Potency, µM (titrated, usually from 57.1 µM), inactives show at the highest dose activation, actives largely listed as activators; 73,000 tested, 2.5% active; parental HEK293 CNG cAMP sensor, membrane potential fluorescence; further: potency means the concentration at half of the fitted maximal effect; % of control where 0% means no effect; nearly all actives have a fitted effect of over 55% in size
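Parental HEK 293 cells stably expressing a cAMP-gated CNG channel were loaded with membrane potential dye containing 100 uM RO 20-1724 for 60 min. Compound added for 30 min; depolarization read as fluorescence intensity at 590 nm.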
ERK AVP block = qHTS Assay for Inhibitors of the ERK Signaling Pathway using a Homogeneous Screening Assay; HEK293-V1b, vasopressin-stimulated pERK AlphaScreen; Potency, µM (highest dose often 57.5 µM), for inactives: top-dose activity, negative = inhibition, hits mostly inhibitors; 72,000 tested, 0.99% active; AID 995, 2007; further: potency means the concentration at half of the fitted maximal effect; on the % scale 0 is the no-effect control and ±100 the full control effect; nearly all actives have a fitted effect of over 55% in size
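Phosphorylated ERK1/2 detected via AlphaScreen bead proximity in lysates of V1b-expressing HEK293 cells given 25 nM vasopressin for 5 min after 30 min compound exposure (37 °C). AC50 from Hill equation; basal DMSO 0%, vasopressin 100%.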
Tau fil binding = qHTS Assay for Tau Filament Binding. recombinant tau filaments, thioflavin S fluorescence, 15 h; filaments grown with octadecylsulfate alongside compound. 71,000 tested, 2% active. Potency, µM (titrated, usually from 57.1 µM), for the others: at the top dose activity change, negative = inhibition. Microtubule-associated protein tau (Homo sapiens), P10636;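 further: potency means the concentration at half of the fitted maximal effect; on the % scale 0 is the no-effect control and ±100 the full control effect; actives lower thioflavin S fluorescence by blocking filaments or displacing dye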
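Recombinant tau protein (human, 1 uM final) plus 30 uM ODS in HEPES pH 7.4 with NaCl, DTT and thioflavine S. Compound present from the start; fluorescence at 510 nm after 15 h, 37 C.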
Texas Red fluor = qHTS Assay for Spectroscopic Profiling in Texas Red Spectral Region. Compound fluorescence, Texas Red channel, 547/618 nm; stronger effect = higher value. max dye-equivalent concentration, M. 59,000 tested, 0.06% active. AID 587, 2007; in the data active means max dye-equivalent concentration above about 10 nM; inconclusive means between about 1.1 nM and that limit
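Compound fluorescence was read after 15 min at room temperature in 100 mM Tris, pH 8.0, using 547 nm excitation and 618 nm emission across a concentration series. It was expressed as Texas Red dye-equivalent concentration from an on-plate standard curve.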
Fluorescein fluor = qHTS Assay for Spectroscopic Profiling in Fluorescein Spectral Region; AID 593, 2007; max fluorescein-equivalent concentration, M; 59,000 tested, 0.91% active; Compound autofluorescence, 480/540 nm, fluorescein-equivalent; stronger effect = higher value; in the data active means max fluorescein-equivalent concentration above about 10 nM; inconclusive means between about 1.1 nM and that limit
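Spectral profiling of library compounds in the fluorescein window (480 nm excitation, 540 nm emission) after 15 min at room temperature in pH 8.0 Tris (100 mM). Values are dye-equivalent concentrations.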
Luciferase inh = qHTS Assay for Inhibitors of Firefly Luciferase. Luciferin 4-monooxygenase (Photinus pyralis), P08659. purified firefly luciferase, luminescence, 8 min. Potency, µM (series often up to 57.1 µM), for the others: at the top dose activity change, negative = inhibition, most hits filed as inhibitors. 72,000 tested, 2.2% active; further: potency means the concentration at half of the fitted maximal effect; on the % scale 0 is the no-effect control and ±100 the full control effect; nearly all actives have a fitted effect of over 40% in size
Target sequence (P08659 whole entry, looked up): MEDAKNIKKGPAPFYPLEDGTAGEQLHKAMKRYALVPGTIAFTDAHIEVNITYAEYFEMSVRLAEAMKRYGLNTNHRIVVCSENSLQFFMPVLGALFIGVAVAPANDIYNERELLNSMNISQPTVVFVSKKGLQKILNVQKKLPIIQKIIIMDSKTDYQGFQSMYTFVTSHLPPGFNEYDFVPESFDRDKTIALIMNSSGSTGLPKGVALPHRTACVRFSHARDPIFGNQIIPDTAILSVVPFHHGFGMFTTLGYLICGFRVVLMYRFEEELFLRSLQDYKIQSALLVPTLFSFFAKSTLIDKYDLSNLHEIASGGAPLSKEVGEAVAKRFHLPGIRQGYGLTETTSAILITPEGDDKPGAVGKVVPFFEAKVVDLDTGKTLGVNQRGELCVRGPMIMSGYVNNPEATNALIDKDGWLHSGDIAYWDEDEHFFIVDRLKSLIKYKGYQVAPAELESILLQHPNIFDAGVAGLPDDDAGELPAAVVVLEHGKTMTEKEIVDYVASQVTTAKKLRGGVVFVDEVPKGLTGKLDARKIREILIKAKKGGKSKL
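Firefly luciferase (PKLight detection mix) with 10 uM ATP in pH 7.2 imidazole buffer (KCl, MgCl2, Tween 20, BSA). Compounds tested across a concentration series (qHTS). Luminescence read after 8 min at ambient temperature.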
Casp7 inh = qHTS Assay for Allosteric/Competitive Inhibitors of Caspase-7; P55210; recombinant caspase-7, Ac-DEVD-AFC fluorescence rate; Potency, µM (series often up to 57.5 µM), inactives show at the highest dose activity change, negative = inhibition, actives largely listed as inhibitors; 75,000 tested, 0.02% active; AID 889, 2007; active means well fitted inhibition curve with a large enough effect in the main read-out, with a control signal flat, not every such curve was filed as active; inconclusive means small, poorly fitted or top-dose-only effect, or a change in a side signal; further: potency means the concentration at half of the fitted maximal effect; % of control where 0% means no effect
Target sequence (P55210 24-198 limits assumed): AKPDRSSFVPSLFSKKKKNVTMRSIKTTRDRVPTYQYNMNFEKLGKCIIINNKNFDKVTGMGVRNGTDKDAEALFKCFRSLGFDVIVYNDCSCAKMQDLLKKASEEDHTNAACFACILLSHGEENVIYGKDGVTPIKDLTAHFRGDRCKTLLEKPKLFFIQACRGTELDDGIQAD
Target sequence (P55210 207-303 limits assumed): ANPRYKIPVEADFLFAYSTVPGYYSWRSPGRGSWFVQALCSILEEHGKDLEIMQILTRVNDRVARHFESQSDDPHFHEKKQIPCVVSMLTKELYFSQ
A350 fluor = qHTS Assay for Spectroscopic Profiling in A350 Spectral Region. max dye-equivalent concentration, M. Compound autofluorescence, 340/450 nm, Alexa 350 dye-equivalents; stronger effect = higher value. AID 590, 2007. 59,000 tested, 11% active; in the data active means max dye-equivalent concentration above about 10 nM; inconclusive means mostly about 1.1 nM to 9.6 nM
4-MU autofl = qHTS Assay for Spectroscopic Profiling in 4-MU Spectral Region; compound autofluorescence, 340/450 nm, 4-MU equivalents; stronger effect = higher value; max dye-equivalent concentration, M; 59,000 tested, 11% active; in the data active means max dye-equivalent concentration above about 10 nM; inconclusive means mostly about 1.1 nM to 9.6 nM
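Compounds in 100 mM Tris, pH 8.0, incubated 15 min at room temperature, then fluorescence read at 340 nm excitation/450 nm emission. Signal converted to 4-MU dye-equivalent concentration using an on-plate six-point 4-MU standard curve.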
Rhodamine fluor = qHTS Assay for Spectroscopic Profiling in Rhodamine Spectral Region. 59,000 tested, 0.05% active. Rhodamine-region fluorescence, 547/598 nm, Tris buffer; stronger effect = higher value. AID 594, 2007. max dye-equivalent concentration, M; in the data active means max dye-equivalent concentration above about 11 nM; inconclusive means between about 1.1 nM and that limit
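Compound fluorescence in 100 mM Tris, pH 8.0, read after 15 min at room temperature with 547 nm excitation and 598 nm emission. Output is dye-equivalent concentration from an on-plate rhodamine standard series.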
Caspase-1 inhib = qHTS Assay for Allosteric/Competitive Inhibitors of Caspase-1; 75,000 tested, 0.03% active; Potency, µM (titrated, usually from 57.5 µM), for inactives: at the top dose activity change, negative = inhibition, usual class: inhibitors; Caspase-1 enzyme, Ac-WEHD-AFC fluorogenic rate; P29466;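 further: potency means the concentration at half of the fitted maximal effect; plate controls were vehicle for no effect and no substrate for full effect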
* marks the source's active call; other numbers are inactive results; i = inactive; ? = inconclusive; · = not tested or not shown; [ ] = dose if it differs, or a comment. Unless noted, the call rests on the fitted dose curve; in most records, active means well fitted curve in the direction sought with a large enough effect; inconclusive means small, poorly fitted or top-dose-only effect, or another doubt; inactive means no such curve, though single readings can be large; an effect the other way counts as inactive or inconclusive.

1. Cc1ccc(S(=O)(=O)c2nc(-c3ccccc3)oc2NCc2cccnc2)cc1
2. CCOC(=O)c1csc(NC(=O)C2CCCCC2)n1
3. Cc1nc2c(-c3ccccc3)c(C)[nH]n2c(=O)c1Cl
4. O=C(c1nn2c(C(F)(F)F)cc(-c3ccc(F)cc3)nc2c1Cl)N1CCOCC1
5. C(=N\n1cnnc1)/c1ccc2c(c1)OCO2
6. Cc1ccc(CN2CCN(CC(=O)N3CCc4ccccc4C3)C2=O)cc1
7. Cc1c(C(=O)NCc2cccnc2)sc2ncn(CC(=O)N3CCCCC3C)c(=O)c12 (stereo not given)
8. Cc1ccc(C(=O)N2CCOCC2)cc1S(=O)(=O)Nc1cccc(C)c1C

Compound,1,2,3,4,5,6,7,8
HEK293 cAMP ctrl,-21%,28%,2%,1%[11.4 µM],8%,?,?,5%
ERK AVP block,-18%,·,-12%,-23%,-13%,9%,-18%,-4%
Tau fil binding,22%,-4%,1%,29%[11.4 µM],7%,0%,5%,3%
Texas Red fluor,i,·,i,·,·,i,i,i
Fluorescein fluor,i,·,i,·,·,i,i,i
Luciferase inh,-4%,-11%,-2%,0%,2%,0%,1%,1%
Casp7 inh,-5%,2%,0%,-5%,0%,-2%,-1%,2%
A350 fluor,i,·,?,·,·,i,i,i
4-MU autofl,i,·,?,·,·,i,i,i
Rhodamine fluor,i,·,i,·,·,i,i,i
Caspase-1 inhib,-2%,-5%,1%,-6%,-4%,2%,1%,3%

9. Cc1ccc(-n2cnc3c(sc4nccc(N(C)C)c43)c2=O)cc1
10. O=C(CCCN1C(=O)c2ccccc2C1=O)NC1=NCCS1
11. CCn1c(=O)c2[nH]c(-c3ccccc3)nc2n(CC)c1=O
12. CCCCC(=O)Nc1cccc(NC(=O)c2ccc3c(c2)OCO3)c1
13. Cc1ccccc1N(C(=O)CCC(=O)Nc1ccccn1)C(C(=O)NC(C)C)c1ccc(O)cc1 (stereo not given)
14. c1ccc(-n2nnnc2SCc2cccc3nsnc23)cc1
15. CCCCC(=O)Nc1ccc(NC(=O)c2cc(OC)c(OC)c(OC)c2)cn1
16. CCOc1ccc(-n2c(=O)[nH]cc(C(=O)N3CCCc4ccccc43)c2=O)cc1

Compound,9,10,11,12,13,14,15,16
HEK293 cAMP ctrl,9%,3%,-59%[inhibitor],-2%,5%,20µM*,-4%,-4%
ERK AVP block,0%,9%,?,-3%,-1%,11%,-26%,-5%
Tau fil binding,19%,-6%,1%,25%,-6%,35%,2%,2%
Texas Red fluor,·,i,i,?,i,?,i,i
Fluorescein fluor,·,?,?,i,i,?,i,i
Luciferase inh,2%,1%,2%,?,2%,0%,2%,1%
Casp7 inh,-1%,2%,0%,1%,3%,-6%,0%,0%
A350 fluor,·,i,i,?,i,?,?,?
4-MU autofl,·,i,i,?,i,?,?,?
Rhodamine fluor,·,i,i,i,i,i,i,i
Caspase-1 inhib,0%,0%,2%,1%,0%,-2%,0%,-2%

17. COc1ccc(Cn2c(C3CC3)nc3ccc(NC(=O)C4CC4)cc3c2=O)cc1
18. CN1CCN(c2nc(NCCOC34CC5CC(CC(C5)C3)C4)nc(OCC(F)(F)F)n2)CC1
19. COc1ccc(N2CCC(CNC(=O)Nc3ccc(C)c(C)c3)C2)cc1 (stereo not given)
20. COc1cc(OC)c(C2C(C(=O)O)c3ccccc3C(=O)N2C)cc1OC (stereo not given)
21. CCOC(=O)N1CCN(S(=O)(=O)c2ccc(C)cc2)C1c1ccc(OC)cc1 (stereo not given)
22. O=C(O)[C@H]([C@H]1NCCS1)N1C(=O)c2ccccc2C1=O
23. Cc1ccc2[nH]c(-c3cccc(N)c3)cc2c1
24. CCn1c(SCC(=O)N2CCC(C(N)=O)(N3CCCCC3)CC2)nnc1-c1ccccc1

Compound,17,18,19,20,21,22,23,24
HEK293 cAMP ctrl,?,?,0%,3%,?,-6%[11.4 µM],-19%,2%
ERK AVP block,7%,17%,?,9%,?,-25%[11.5 µM],7%,7%
Tau fil binding,3%,-32%,?,2%,1%,10%[11.4 µM],10µM*,10%
Texas Red fluor,i,i,·,i,·,i,i,i
Fluorescein fluor,i,i,·,i,·,i,i,?
Luciferase inh,16µM*,1%,-4%,3%,0%,0%[11.4 µM],13µM*,2%
Casp7 inh,0%,-1%,-2%,0%,-4%,1%[11.5 µM],-3%,1%
A350 fluor,i,?,·,i,·,i,i,i
4-MU autofl,i,i,·,i,·,i,i,i
Rhodamine fluor,i,i,·,i,·,i,i,i
Caspase-1 inhib,0%,0%,-3%,1%,-1%,1%[11.5 µM],-2%,1%

25. O=C1CC(Nc2ccc(N3CCOCC3)cc2)C(=O)N1C1CCCCC1 (stereo not given)
26. Cc1ccc(OCc2nc(C#N)c(N3CCN(Cc4ccccc4)CC3)o2)cc1
27. COC(=O)c1cc(NCc2ccc3c(c2)OCO3)ccc1N1CCOCC1
28. Cc1cc(C)cc(N(CC(=O)NC2CC3CCC2C3)S(C)(=O)=O)c1 (stereo not given)
29. C=C(C)CN(CC)c1nc(N)c(C#N)c(CC#N)c1C#N
30. COc1ccc(CN(C(=O)c2ccco2)C2CC(C)N(C)CC2C)cc1 (stereo not given)
31. COCc1nnc(NC(=O)c2cc(Cl)ccc2OC)s1
32. CC(C)N(C(=O)COC(=O)c1ccc(O)cc1)C(C)C

Compound,25,26,27,28,29,30,31,32
HEK293 cAMP ctrl,-3%,2µM*,-12%,17%,18%,7%,-3%,-4%
ERK AVP block,?,-19%,?,20%,-23%,5%,-24%,1%
Tau fil binding,?,14%,?,6%,4%,-7%,13%,-4%
Texas Red fluor,i,i,i,·,i,i,i,i
Fluorescein fluor,i,?,?,·,?,?,i,?
Luciferase inh,0%,2%,1%,-1%,-1%,1%,2%,2%
Casp7 inh,0%,-1%,-4%,-1%,-1%,0%,1%,1%
A350 fluor,i,i,?,·,?,i,i,i
4-MU autofl,i,i,i,·,?,i,i,i
Rhodamine fluor,i,i,i,·,i,i,i,i
Caspase-1 inhib,-2%,0%,-4%,-1%,-9%,-1%,1%,-1%

3 entries from above in a different format.
no.	canonical_smiles	HEK293 cAMP ctrl	ERK AVP block	Tau fil binding	Texas Red fluor	Fluorescein fluor	Luciferase inh	Casp7 inh	A350 fluor	4-MU autofl	Rhodamine fluor	Caspase-1 inhib
26	Cc1ccc(OCc2nc(C#N)c(N3CCN(Cc4ccccc4)CC3)o2)cc1	2µM*	-19%	14%	i	?	2%	-1%	i	i	i	0%
27	COC(=O)c1cc(NCc2ccc3c(c2)OCO3)ccc1N1CCOCC1	-12%	?	?	i	?	1%	-4%	?	i	i	-4%
28	Cc1cc(C)cc(N(CC(=O)NC2CC3CCC2C3)S(C)(=O)=O)c1 (stereo not given)	17%	20%	6%	·	·	-1%	-1%	·	·	·	-1%

Next part:
33. COc1ccc(OC)c(S(=O)(=O)Nc2cc(Cl)cc(Cl)c2)c1
34. O=C(CCSc1nnc(-c2ccco2)o1)Nc1ccccc1
35. CCC(Sc1nc(N)cc(=O)[nH]1)C(=O)NC(C(=O)OC)c1ccccc1 (stereo not given)
36. Cc1ccc(/C(COc2ccccc2O)=N\O)cc1
37. CCOc1ccc(Cl)cc1S(=O)(=O)N1CCCC1
38. Cc1ccc(Cl)cc1-n1c(=O)cc(N2CC(C)OC(C)C2)[nH]c1=O (stereo not given)
39. O=C(Nc1ccccn1)c1ccc(NC(=O)c2ccco2)cc1
40. CCSc1nnc(NC(=O)C2Cc3ccccc3CN2C(=O)c2ccco2)s1 (stereo not given)
41. Cc1ccn2cc(CNC(=O)c3ccc(Br)o3)nc2c1
42. O=C(Nc1ccc(-c2nc3cccnc3s2)cc1)c1ccco1
43. Cc1ccc(C)c(-n2nnnc2SCC(=O)c2ccc3c(c2)NC(=O)CO3)c1

Compound,33,34,35,36,37,38,39,40,41,42,43
HEK293 cAMP ctrl,14%,6%,?,-7%,?,-7%[2.29 µM],5%,14%,?,?,?
ERK AVP block,23%,-20%,-6%,12%,2%,-3%,12%,?,·,·,4%
Tau fil binding,69%,-2%,9%,-2%,24%,-6%,-3%,-2%,10%,64%,33%
Texas Red fluor,i,i,i,i,?,i,i,i,·,·,i
Fluorescein fluor,i,i,i,?,i,i,i,?,·,·,i
Luciferase inh,-3%,2%,1%,4%,0%,1%,25µM*,0%,2%,3.2µM*,1%
Casp7 inh,-3%,-1%,0%,-1%,-2%,0%,-2%,-20%,-2%,-29%,-2%
A350 fluor,i,i,i,i,i,i,i,i,·,·,i
4-MU autofl,i,i,i,i,i,i,i,i,·,·,i
Rhodamine fluor,i,i,i,i,i,i,i,i,·,·,i
Caspase-1 inhib,-4%,-2%,-1%,2%,0%,2%,-2%,-9%,-2%,-11%,-1%

Screens (PubChem BioAssay)

This is a subset; the hit share may differ from the screen's.
